SENP6 inh: inhibitors of human SENP6 protease | Q9GZR1 | Recombinant SENP6 catalytic domain, aminoluciferin luminescence | inhibition, % at 10 µM | 330,000 compounds, 1.8% hits;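 active = inhibition above about 50% at the single tested dose, limit read from the data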;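 note: plate controls were DMSO wells with enzyme for no effect and DMSO wells lacking enzyme for full effect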
MPTP block: permeability transition pore inhibition; isolated mouse mitochondria, Ca2+ swelling absorbance, 30 min; inhibition, % at 10 µM; 360,000 compounds, 1.4% hits; AID 602449;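 active = inhibition of 50% or more, scaled per plate between neutral and stimulator controls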;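 note: 0% = DMSO wells given calcium and 100% = 1 mM EGTA wells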
ATG4B inhibitor: blocks human ATG4B protease cleavage of LC3 substrate | inhibition, % at 8.33 µM | ATG4B cleavage of LC3-PLA2, NBD-HPC fluorescence, 1 h | 340,000 compounds, 0.51% hits; in the data active = inhibition above about 40%
NR3A LBD binder: modulates the human NR3A ligand-binding domain; NR3A LBD differential scanning fluorimetry, Tm shift; 0% = protein alone, 100% = glycine-bound protein; Tm shift relative to glycine control, % at 25 µM; 340,000 compounds, 2.5% hits; AID 1259313;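 active = melting temperature shift of at least 10% of the positive control shift, at one fixed dose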
SENP7 block: blocks the human protease SENP7. Q9BQF6. recombinant SENP7, Z-RLRGG-aminoluciferin luminescence, 40 min. inhibition, % at 5 µM. AID 434973. 330,000 compounds, 1.5% hits;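 active = inhibition above about 50% at the single test dose, limit read from the data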;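 note: plate controls were DMSO with enzyme for no effect and no enzyme buffer wells for full effect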
SENP8 inh: blocks human SENP8 cleavage of Nedd8 substrate; Q96LD8; recombinant SENP8, Nedd8 substrate fluorescence; inhibition, % at 20 µM; 360,000 compounds, 0.64% hits; in the data active = inhibition mostly above about 40%, no sharp cut-off; inactive = mostly below about 27%
HKDC1 inhibitor: blocks human hexokinase HKDC1 activity. Q2TB90. recombinant HKDC1, G6PDH/diaphorase resazurin coupled fluorescence. inhibition, % at 20 µM. 340,000 compounds, 0.16% hits. AID 493160;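 active = inhibition above about 35% when tested at 20 µM, limit read from the data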;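 note: plate controls were DMSO wells with enzyme for no effect and DMSO wells lacking enzyme for full effect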
Target sequence (Q2TB90 whole entry, looked up): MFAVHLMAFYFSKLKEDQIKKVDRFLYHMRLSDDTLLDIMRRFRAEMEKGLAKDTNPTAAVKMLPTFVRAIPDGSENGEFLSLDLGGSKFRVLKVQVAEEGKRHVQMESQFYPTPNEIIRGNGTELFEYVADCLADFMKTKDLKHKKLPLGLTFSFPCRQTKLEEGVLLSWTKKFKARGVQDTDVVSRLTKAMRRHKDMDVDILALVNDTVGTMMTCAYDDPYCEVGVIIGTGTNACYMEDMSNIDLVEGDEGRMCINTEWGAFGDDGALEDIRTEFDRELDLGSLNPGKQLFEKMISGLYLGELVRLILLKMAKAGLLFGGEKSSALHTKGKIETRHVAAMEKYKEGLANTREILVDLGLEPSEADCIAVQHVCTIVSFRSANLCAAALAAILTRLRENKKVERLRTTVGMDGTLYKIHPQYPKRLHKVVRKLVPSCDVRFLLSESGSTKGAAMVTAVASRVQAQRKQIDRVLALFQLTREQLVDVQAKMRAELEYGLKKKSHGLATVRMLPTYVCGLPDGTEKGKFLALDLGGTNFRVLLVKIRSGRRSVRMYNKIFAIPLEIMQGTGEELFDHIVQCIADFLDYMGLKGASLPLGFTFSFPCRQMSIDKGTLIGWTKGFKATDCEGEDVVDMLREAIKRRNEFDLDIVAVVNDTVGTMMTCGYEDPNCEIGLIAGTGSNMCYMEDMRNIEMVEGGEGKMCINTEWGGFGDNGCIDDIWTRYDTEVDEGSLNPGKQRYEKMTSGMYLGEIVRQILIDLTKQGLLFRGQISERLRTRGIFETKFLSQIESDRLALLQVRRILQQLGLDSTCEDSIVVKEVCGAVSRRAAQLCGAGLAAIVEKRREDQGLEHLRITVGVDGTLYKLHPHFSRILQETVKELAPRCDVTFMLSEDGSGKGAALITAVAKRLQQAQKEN
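Test system: recombinant HKDC1 (HK5) hexokinase enzyme, produced in-house / Doses: 20 µM test compound, 1% DMSO / Timing: 90 min, room temperature / Detection: G6PDH/diaphorase-coupled fluorescence, 1 mM NADP, 100 µM resazurin, 525/613 nm / Control set: DMSO wells with and without enzyme mix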
PfGluPho inh: PfG6PD (Plasmodium falciparum) enzyme inhibition | PfGluPho enzyme, NADPH resazurin-diaphorase fluorescence | inhibition, % at 20 µM | 350,000 compounds, 0.78% hits | AID 504690;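 active = inhibition reaching at least a set limit at 20 µM in the primary screen, cut at about 59% in these data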;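 note: 0% = DMSO wells with substrate and 100% = DMSO wells lacking glucose-6-phosphate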
Active calls of the source: *; . = no result given.

SMILES,SENP6 inh,MPTP block,ATG4B inhibitor,NR3A LBD binder,SENP7 block,SENP8 inh,HKDC1 inhibitor,PfGluPho inh
Cn1c(CCN2CCN(c3ccccn3)CC2)nc2cc(NS(=O)(=O)c3ccccc3)ccc21,-8,0.5,-9,1,-14,1,2,16
COc1cc(C)ccc1N(CCCN1C(=O)c2cccc3cccc(c23)C1=O)C(=O)c1cccs1,-8,2.7,3,0,-1,-75,11,27
COC(=O)[C@@]12CCCCN1[C@H](c1ccc(-c3ccc(Cl)c(Cl)c3)cc1)[C@H]1C(=O)N(C)C(=O)[C@H]12,-11,0.7,-1,-2,6,-2,0,7
COc1cc([N+](=O)[O-])ccc1NC(=S)NCc1ccccn1,-8,1.1,-7,3,4,12,-5,11
CCc1ccc(C(=O)C(C)OC(=O)c2nc3nc(C)cc(C)n3n2)cc1 (stereo not drawn),-8,-0.7,-4,3,10,5,-3,-5
CC(=O)C1=C(O)C(=O)N(c2nccs2)C1c1ccccc1F (stereo not drawn),-21,-0.2,4,2,-6,-273,-2,8
O=C(N=C1SC2CS(=O)(=O)CC2N1c1ccc(Cl)cc1Cl)C1CC1 (stereo not drawn),-12,-1.4,-15,0,7,12,-1,18
COc1ccc(CN2CC(C(=O)NCCc3ccc(C)cc3)CC2=O)cc1 (stereo not drawn),-5,0.5,0,-1,1,10,-6,-8
O=C1c2ccccc2-c2ccc(C(=O)N3CCCCC3)cc21,-8,-2.4,6,1,8,15,4,-14
O=C(OCCN=C1NS(=O)(=O)c2ccccc21)c1ccccc1,0,0.6,-2,0,-10,15,-2,-4
CCOC(=O)C1ON2CCCCC2C1(O)C(F)(F)F (stereo not drawn),-8,2.5,5,0,-8,-2,-9,0
Nc1ccc2c(c1)C(=O)Cc1ccccc1S2,-28,-8.5,11,-2,2,-19,6,4
COc1ccc(NC(=O)c2ccc(S(=O)(=O)N3CCOCC3)o2)cc1,-7,0.6,7,1,2,23,-3,8
CCCOc1ccc(-c2nnn(CC(=O)c3ccc4c(c3)OCCO4)n2)cc1,-22,2.0,11,-5,-1,8,-8,-10
Cc1ccc(S(=O)(=O)NCCSc2nnnn2-c2ccccc2)cc1,1,0.7,6,-36,10,14,11,-7
Cc1cccc2sc(NC(=O)C3CCCO3)nc12 (stereo not drawn),16,-1.0,-6,0,7,15,-8,10
CC(C)Oc1cccc(C(=O)C2CCCN(Cc3ccc4nonc4c3)C2)c1 (stereo not drawn),-16,0.0,3,-1,2,9,4,-9
O=C(COc1ccccc1[N+](=O)[O-])Nc1ccccc1N1CCCC1,-4,5.7,50*,16*,1,21,15,8
CC(=O)c1ccc(Oc2ncnc(N)c2[N+](=O)[O-])cc1,-11,0.4,9,1,3,5,1,1
Cc1ccc(CNS(=O)(=O)c2ccc(-n3cnnn3)c(C)c2)cc1,2,0.5,-14,2,-3,5,-1,-6
O=C1CCCN1CCCNCCCn1cnc2c(OCc3ccccc3)ncnc21,.,-2.5,1,-1,.,1,3,-16
O=C(Nc1nnc(-c2cccs2)o1)c1cccc(F)c1,8,-1.5,-3,-4,9,3,1,-11
Cn1c(SCC(=O)NC2CCCCC2)nnc1-c1cccnc1,-10,0.5,-6,-2,9,8,2,-9
COc1ccccc1NC(=O)CSc1nnc(Cc2ccccc2)o1,-1,-1.3,1,0,-2,9,-11,12
Nc1nc2c(s1)CCc1ccccc1-2,16,0.3,-1,-1,-2,-100,16,37
COc1cc2c(cc1NC(=O)COC(=O)CNC(=O)c1ccccc1)oc1ccccc12,-8,-2.5,-7,0,8,-17,-2,20
O=C(NC(=S)NCc1ccccc1)c1cccc([N+](=O)[O-])c1,5,2.2,-2,-6,-3,14,4,10
COc1ccccc1C(=O)NCC(=O)Nc1ccc2c(c1)CCC2,30,-2.9,-7,-1,8,9,-3,-3
Cc1ccc2nc(-c3ccccn3)cc(C(=O)N3CCN(c4ncccn4)CC3)c2c1,-9,-1.3,-2,1,-3,3,-5,3
COC(=O)C1CN(C(=O)COc2ccc(Cl)cc2C)c2ccccc2O1 (stereo not drawn),-2,0.0,-4,0,9,4,2,23

Rewritten with two lines to a compound: 14 of the compounds above.
Below each compound – SENP6 inh, MPTP block, ATG4B inhibitor, NR3A LBD binder, SENP7 block, SENP8 inh, HKDC1 inhibitor, PfGluPho inh
CC(C)Oc1cccc(C(=O)C2CCCN(Cc3ccc4nonc4c3)C2)c1 (stereo not drawn)
    -16, 0.0, 3, -1, 2, 9, 4, -9
O=C(COc1ccccc1[N+](=O)[O-])Nc1ccccc1N1CCCC1
    -4, 5.7, 50*, 16*, 1, 21, 15, 8
CC(=O)c1ccc(Oc2ncnc(N)c2[N+](=O)[O-])cc1
    -11, 0.4, 9, 1, 3, 5, 1, 1
Cc1ccc(CNS(=O)(=O)c2ccc(-n3cnnn3)c(C)c2)cc1
    2, 0.5, -14, 2, -3, 5, -1, -6
O=C1CCCN1CCCNCCCn1cnc2c(OCc3ccccc3)ncnc21
    ., -2.5, 1, -1, ., 1, 3, -16
O=C(Nc1nnc(-c2cccs2)o1)c1cccc(F)c1
    8, -1.5, -3, -4, 9, 3, 1, -11
Cn1c(SCC(=O)NC2CCCCC2)nnc1-c1cccnc1
    -10, 0.5, -6, -2, 9, 8, 2, -9
COc1ccccc1NC(=O)CSc1nnc(Cc2ccccc2)o1
    -1, -1.3, 1, 0, -2, 9, -11, 12
Nc1nc2c(s1)CCc1ccccc1-2
    16, 0.3, -1, -1, -2, -100, 16, 37
COc1cc2c(cc1NC(=O)COC(=O)CNC(=O)c1ccccc1)oc1ccccc12
    -8, -2.5, -7, 0, 8, -17, -2, 20
O=C(NC(=S)NCc1ccccc1)c1cccc([N+](=O)[O-])c1
    5, 2.2, -2, -6, -3, 14, 4, 10
COc1ccccc1C(=O)NCC(=O)Nc1ccc2c(c1)CCC2
    30, -2.9, -7, -1, 8, 9, -3, -3
Cc1ccc2nc(-c3ccccn3)cc(C(=O)N3CCN(c4ncccn4)CC3)c2c1
    -9, -1.3, -2, 1, -3, 3, -5, 3
COC(=O)C1CN(C(=O)COc2ccc(Cl)cc2C)c2ccccc2O1 (stereo not drawn)
    -2, 0.0, -4, 0, 9, 4, 2, 23

Going on with the list.
SMILES,SENP6 inh,MPTP block,ATG4B inhibitor,NR3A LBD binder,SENP7 block,SENP8 inh,HKDC1 inhibitor,PfGluPho inh
CCOC(=O)c1[nH]cnc1C(=O)NCc1ccccc1,-11,-1.0,-6,-1,6,16,0,-3
C=CCOCCN(C)C1=NS(=O)(=O)c2cc([N+](=O)[O-])ccc21,-3,-1.4,-2,0,-3,35,19,-4
CCOC(=O)c1cnc(SCC(=O)c2ccc(Cl)cc2)nc1N,9,0.2,-1,-5,0,8,-6,2
CCCN1CCC(=NNc2ccc(S(N)(=O)=O)cc2[N+](=O)[O-])CC1,10,-1.9,0,-1,-3,20,-5,0
COc1ccc(-c2csc(NC(=O)CS(=O)(=O)c3ccc(F)cc3)n2)cc1OC,-5,0.3,-10,-3,-5,-41,0,28
O=C(NNC(=S)NC(=O)c1ccccc1[N+](=O)[O-])c1ccccc1Cl,-3,0.1,-8,-3,4,20,-5,-11
CC(C)Cn1c(SCC(=O)N(C)C2CCS(=O)(=O)C2)nc2cc(Cl)ccc2c1=O (stereo not drawn),-5,0.7,-4,0,5,1,-2,-11
Cc1cc(NC(=O)CSc2nc3c(C)cccc3cc2C)no1,-20,0.6,0,-2,10,-1,-4,-5
O=C(Nc1cccc(NC(=O)c2cccnc2Cl)c1)c1ccco1,12,-3.4,-13,4,7,6,-5,3
Cc1ccc(C(=O)C2=C(O)C(=O)N(CCCn3ccnc3)C2c2ccc(OC(C)C)cc2)o1 (stereo not drawn),3,-2.5,9,0,5,-6,6,-14
Cc1ccc(S(=O)(=O)N(CC(=O)N/N=C/c2ccc(F)cc2)c2cccc3cccnc23)cc1,-6,1.5,-17,-3,-2,5,-7,-13
COCCNC(=O)Cn1c(=O)n(CCCC(=O)NCc2ccc3c(c2)OCO3)c(=O)c2sccc21,-24,-1.2,6,0,-1,8,-2,-4
Cc1ccc(CC2S/C(=N/N=C/c3ccco3)NC2=O)cc1 (stereo not drawn),6,0.3,3,0,-10,15,-6,-2
CC1CCN(c2ccc3c(c2)S(=O)(=O)c2cccc(C(=O)NC[C@@H]4CCCO4)c2C3=O)CC1,-5,-0.7,-9,4,12,4,-4,5
O=C(Nc1nnc(COc2ccccc2F)s1)Nc1ccccc1F,-16,19,-12,9,5,21,-6,-6

Record cards (already shown):
CC(C)Oc1cccc(C(=O)C2CCCN(Cc3ccc4nonc4c3)C2)c1 (stereo not drawn) across the screens: SENP6 inh: -16; MPTP block: 0.0; ATG4B inhibitor: 3; NR3A LBD binder: -1; SENP7 block: 2; SENP8 inh: 9; HKDC1 inhibitor: 4; PfGluPho inh: -9
Cc1ccc2nc(-c3ccccn3)cc(C(=O)N3CCN(c4ncccn4)CC3)c2c1 across the screens: SENP6 inh: -9; MPTP block: -1.3; ATG4B inhibitor: -2; NR3A LBD binder: 1; SENP7 block: -3; SENP8 inh: 3; HKDC1 inhibitor: -5; PfGluPho inh: 3

Going on with the list:
SMILES,SENP6 inh,MPTP block,ATG4B inhibitor,NR3A LBD binder,SENP7 block,SENP8 inh,HKDC1 inhibitor,PfGluPho inh
CCCCP(=O)(CCCC)Cc1ccccc1,-4,-0.8,-12,-2,4,25,-12,-24
CCOC(=O)c1c(SC)[nH]c2c(Cl)cccc2c1=O,3,0.7,7,5,-4,7,1,6
O=C1NC2=C(C(=O)CCC2)C(c2ccccc2)N1 (stereo not drawn),-37,-0.9,-5,-1,-11,-11,0,4
CCOc1cc(C(=O)Oc2cc(C)[nH]c(=O)c2[N+](=O)[O-])cc(OCC)c1OCC,3,0.5,-5,3,-2,9,-2,14
CCn1c(=NC(=O)CCS(=O)(=O)c2ccccc2)sc2cccc(OC)c21,-9,1.2,17,0,1,-113,3,4
Cc1cc(C)cc(NC(=S)NCCc2ccc(S(N)(=O)=O)cc2)c1,5,1.6,-4,-2,4,24,-10,7
OCC1(Cc2ccccc2)CCCN(Cc2c[nH]c3ccccc23)C1 (stereo not drawn),-4,1.6,5,-2,1,0,-6,-13
COc1ccc(NC(=O)c2[nH]c(C)c(C(C)=O)c2C)cc1S(=O)(=O)Nc1ccc(Br)cc1,-15,10,17,11*,3,4,1,3
CCN(C(=O)c1cc2c(=O)[nH]c3ccc(C)cc3c2s1)c1cccc(C)c1,-20,0.2,-6,-2,1,-20,-3,-4
CN(C(=O)COC(=O)COc1ccccc1F)C1CCS(=O)(=O)C1 (stereo not drawn),-3,0.0,-8,3,0,17,0,-2
COc1cc(CNc2ncn[nH]2)ccc1OCC(=O)NC(C)(C)C,-3,2.0,5,0,-11,10,-3,-6
COc1ccc(-c2c(-c3cc(OC)cc(OC)c3)n(C)c3ccc(-c4cc(F)cc(OC)c4)cc23)cc1,8,-0.4,6,3,7,-499,-2,-12
CN1C(=O)CC(c2ccccc2)CC1=O,19,-0.7,-7,-4,-5,7,-8,-6
CCCCc1nn(-c2cc(Cl)ccc2OC)c2c1C(=O)CC(C)(C)C2,9,-0.8,-3,3,-2,11,2,18
CC(=NNc1ccccc1)C(C)=NNc1ccccc1,.,1.5,-9,3,.,0,0,15
COc1ccc(CN2CCNC(=O)C2CC(=O)NCC2CCOCC2)c(C)c1C (stereo not drawn),-12,-0.1,13,0,0,6,3,-2
Cc1ccc(-c2nc(CS(=O)CC(=O)NCCCN3CCN(Cc4ccccc4)CC3)c(C)o2)cc1 (stereo not drawn),-9,8.7,0,-3,7,15,-5,4
CCC(C)[C@H](NS(=O)(=O)c1ccc(C)cc1)C(=O)N1CCC(C(=O)N[C@H](C(=O)O)c2ccccc2)CC1 (stereo partly drawn),-6,-0.4,-19,2,7,-3,-5,8
CNC(=O)C(=O)NCC1OCCN1S(=O)(=O)c1ccc(OC)c(OC)c1 (stereo not drawn),-8,-0.2,4,-1,1,-1,-2,-10

Source: PubChem (Sanford-Burnham Center for Chemical Genomics)
